APE1 inh: qHTS Assay for Inhibitors of the Human Apurinic/apyrimidinic Endonuclease 1 (APE1); DNA repair nuclease/redox regulator APEX1 (Homo sapiens), P27695; recombinant APE1, TAMRA/BHQ-2 abasic DNA cleavage fluorescence; Potency, µM (top dose mostly 65.8 µM), for inactives: top-dose activity change, negative = inhibition, most hits filed as inhibitors; 350,000 compounds, 0.35% hits; AID 2517, 2012;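 further: plate controls were vehicle for no effect and reference inhibitor for full effect; nearly all actives have a fitted effect of over 55% in size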
Target sequence (P27695 whole entry, looked up): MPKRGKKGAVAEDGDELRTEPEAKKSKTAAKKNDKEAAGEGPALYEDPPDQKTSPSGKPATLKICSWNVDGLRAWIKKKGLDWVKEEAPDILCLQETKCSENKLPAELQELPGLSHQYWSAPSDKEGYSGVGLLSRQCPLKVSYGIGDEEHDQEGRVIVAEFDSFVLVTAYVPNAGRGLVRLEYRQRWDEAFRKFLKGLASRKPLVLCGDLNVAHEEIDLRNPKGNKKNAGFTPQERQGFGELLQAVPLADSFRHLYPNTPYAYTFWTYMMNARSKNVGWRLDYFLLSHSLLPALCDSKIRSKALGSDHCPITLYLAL
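Kinetic fluorescence read (525 ex/598 em nm, three reads 60 s apart) of AP-site incision; signal = third minus first read. Enzyme 0.75 nM, dual-labelled THF duplex 50 nM, compound preincubation 15 min RT.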
G9a inh: qHTS Assay for Inhibitors of Histone Lysine Methyltransferase G9a. G9a H3K9 monomethylation, AlphaScreen, 2 h. Potency, µM (series often up to 102 µM), inactives show at the highest dose activity, negative = inhibition, usual class: inhibitors. 350,000 compounds, 8.8% hits; further: on the % scale 0 is the no-effect control and ±100 the full control effect; nearly all actives have a fitted effect of over 75% in size
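Chemiluminescent proximity detection of H3K9 monomethylation, read after 10 min bead incubation in the dark. Reaction: 20 nM G9a, 500 nM biotin-H3K9 peptide, 20 uM SAM cofactor, 2 h, room temperature, following 15 min enzyme-compound preincubation.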
Pol beta inh: qHTS Assay for Inhibitors of DNA Polymerase Beta | P06746 | 340,000 compounds, 1.3% hits | Pol beta primer extension/strand displacement, fluorescence kinetic | Potency, µM (highest dose often 114 µM), without a hit: at the top dose activity change, negative = inhibition, usual class: inhibitors; further: on the % scale 0 is the no-effect control and ±100 the full control effect
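Homogeneous kinetic assay of primer extension and strand displacement by 10 nM Pol beta, preincubated 15 min at room temperature with compound before 50 nM substrate (final) was added. Read at 0 and 10 min; four-parameter Hill fit.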
JMJD2A Tudor: qHTS Assay for Inhibitors of JMJD2A-Tudor Domain | Lysine-specific demethylase 4A (Homo sapiens), O75164 | AlphaScreen JMJD2A-Tudor / H3K4me3 peptide binding | Potency, µM (top dose mostly 114 µM), for inactives: top-dose activity change, negative = inhibition, usual class: inhibitors | 390,000 compounds, 4.4% hits | AID 504339, 2011; further: on the % scale 0 is the no-effect control and ±100 the full control effect; nearly all actives have a fitted effect of over 50% in size
Pol eta inh: qHTS for Inhibitors of Polymerase Eta | Potency, µM (series often up to 114 µM), for inactives: top-dose activity change, negative = inhibition, hits mostly inhibitors | DNA polymerase eta (Homo sapiens), Q9Y253 | 390,000 compounds, 1.2% hits | recombinant Pol eta, fluorescent DNA replication assay; further: on the % scale 0 is the no-effect control and ±100 the full control effect
Target sequence (Q9Y253 whole entry, looked up): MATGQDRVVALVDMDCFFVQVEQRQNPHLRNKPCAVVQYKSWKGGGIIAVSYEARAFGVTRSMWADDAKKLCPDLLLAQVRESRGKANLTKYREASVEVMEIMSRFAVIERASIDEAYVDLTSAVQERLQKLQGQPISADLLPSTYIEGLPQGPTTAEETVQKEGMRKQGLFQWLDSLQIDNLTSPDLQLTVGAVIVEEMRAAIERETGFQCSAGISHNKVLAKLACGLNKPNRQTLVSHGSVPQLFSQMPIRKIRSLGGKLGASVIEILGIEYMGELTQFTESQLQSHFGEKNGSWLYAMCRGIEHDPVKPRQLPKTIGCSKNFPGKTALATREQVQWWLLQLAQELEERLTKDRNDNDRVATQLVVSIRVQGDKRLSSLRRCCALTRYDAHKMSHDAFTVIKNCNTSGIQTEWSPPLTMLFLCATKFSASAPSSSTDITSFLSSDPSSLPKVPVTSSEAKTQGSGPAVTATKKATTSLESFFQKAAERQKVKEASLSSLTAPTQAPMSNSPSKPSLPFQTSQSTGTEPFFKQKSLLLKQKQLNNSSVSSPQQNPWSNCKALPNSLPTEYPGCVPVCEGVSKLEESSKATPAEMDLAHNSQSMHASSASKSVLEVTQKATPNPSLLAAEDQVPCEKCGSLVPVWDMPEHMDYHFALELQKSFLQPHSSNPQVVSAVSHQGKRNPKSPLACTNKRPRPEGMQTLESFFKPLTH
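Pol eta at 10 nM preincubated with compounds 15 min at room temperature; reaction started with fluorescent substrate (50 nM final) and read kinetically at 0 and 10 min.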
BAZ2B inh: qHTS Assay for Inhibitors of BAZ2B. AlphaScreen BAZ2B-H3K14Ac peptide displacement. 360,000 compounds, 4.4% hits. Potency, µM (highest dose often 114 µM), without a hit: top-dose activity change, negative = inhibition, actives largely listed as inhibitors. Bromodomain adjacent to zinc finger domain protein 2B (Homo sapiens), Q9UIF8; further: on the % scale 0 is the no-effect control and ±100 the full control effect; nearly all actives have a fitted effect of over 60% in size
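AlphaScreen displacement: compounds (up to 110uM) incubated 30 min at room temperature with a preformed 50 nM BAZ2B/50 nM biotinylated H3K14Ac peptide complex in PBS pH 7.4 with Tween-20. Donor and acceptor beads at 10 ug/mL final added, 20 min light-protected before reading.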
Pol iota inh: qHTS for Inhibitors of Polymerase Iota. Pol iota fluorescent replication assay, 10 min. Potency, µM (top dose mostly 115 µM), without a hit: at the top dose activity, negative = inhibition, usual class: inhibitors. 390,000 compounds, 1% hits. AID 588590, 2011
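Fluorescent replication assay read twice, at 0 min and 10 min after adding 50 nM (final) substrate. Enzyme (10 nM) and compounds were first incubated 15 min at room temperature; enzyme-free buffer wells were negative controls.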
BLM helicase inh: qHTS Assay for Inhibitors of Bloom's syndrome helicase (BLM); RecQ-like DNA helicase BLM (Homo sapiens), P54132; recombinant BLM DNA unwinding, fluorescence dequenching; Potency, µM (titrated, usually from 56.1 µM), without a hit: top-dose activity change, negative = inhibition, most hits filed as inhibitors; 350,000 compounds, 0.2% hits; AID 2528, 2010;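 further: plate controls were vehicle for no effect and no enzyme for full effect; nearly all actives have a fitted effect of over 35% in size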
Pol kappa inh: qHTS for Inhibitors of Polymerase Kappa; DNA polymerase kappa (Homo sapiens), Q9UBT6; purified Pol kappa, fluorescent DNA synthesis assay, 10 min; Potency, µM (series often up to 107 µM), for the others: top-dose activity, negative = inhibition, usual class: inhibitors; 400,000 compounds, 0.53% hits; AID 588579, 2011; further: on the % scale 0 is the no-effect control and ±100 the full control effect
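Activity was followed as the change in fluorescence between reads at 0 and 10 min after starting the reaction with 50 nM substrate. Beforehand, 10 nM polymerase had been preincubated with compound for 15 min at room temperature.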
* = called active by the depositor; ? = inconclusive; nt = not tested or not shown; [ ] = remark or other dose. The call rests on the fitted dose curve; in most records, active means well fitted curve in the direction sought with a large enough effect; inconclusive means small, poorly fitted or top-dose-only effect, or another doubt; inactive means no such curve, though single readings can be large; an effect the other way counts as inactive or inconclusive. Potency means the concentration at half of the fitted maximal effect.

A first look:
APE1 inh	G9a inh	Pol beta inh	JMJD2A Tudor	Pol eta inh	BAZ2B inh	Pol iota inh	BLM helicase inh	Pol kappa inh	SMILES
17%	13%	30%	-11%	-3%	-3%	112%[activator]	-3%	-8%	CCOc1ccccc1NC(=O)NCCN1CCCCC1
-2%	6%	?	-7%[11.4 µM]	-23%	-3%	86%[activator]	-1%	-1%	CCOC(=O)C1(CC2CCCCO2)CCN(C(=O)Nc2ccc(C)c(C)c2)CC1 (configuration not stated)
-4%	3%[59 µM]	?	-20%	-9%	-19%	35%[activator]	-7%	0%	CCCCCC(=O)N1CC2(CC(c3cccc(NC(=O)COc4ccc(Cl)cc4)c3)=NO2)C[C@@H]1C(N)=O (some centres not stated)
-6%	7%[59 µM]	7%	-8%	-17%	9%	?	-1%	1%	CCCCONc1ncnc2nonc12
20%	43%[59 µM]	28%	-16%	1%	-38%	10%	-2%	-7%	COc1ccc(NC(=O)c2ccc(C(=O)Nc3ccc(OC)cc3OC)cc2)c(OC)c1
-2%	28µM*	-28%	-23%	-4%	?	?	-1%	-23%	COc1ccc(-c2cn(-c3cccc(C)c3)c(=O)[nH]2)cc1OC

All compounds of this part, repeating the preview:
APE1 inh	G9a inh	Pol beta inh	JMJD2A Tudor	Pol eta inh	BAZ2B inh	Pol iota inh	BLM helicase inh	Pol kappa inh	SMILES
17%	13%	30%	-11%	-3%	-3%	112%[activator]	-3%	-8%	CCOc1ccccc1NC(=O)NCCN1CCCCC1
-2%	6%	?	-7%[11.4 µM]	-23%	-3%	86%[activator]	-1%	-1%	CCOC(=O)C1(CC2CCCCO2)CCN(C(=O)Nc2ccc(C)c(C)c2)CC1 (configuration not stated)
-4%	3%[59 µM]	?	-20%	-9%	-19%	35%[activator]	-7%	0%	CCCCCC(=O)N1CC2(CC(c3cccc(NC(=O)COc4ccc(Cl)cc4)c3)=NO2)C[C@@H]1C(N)=O (some centres not stated)
-6%	7%[59 µM]	7%	-8%	-17%	9%	?	-1%	1%	CCCCONc1ncnc2nonc12
20%	43%[59 µM]	28%	-16%	1%	-38%	10%	-2%	-7%	COc1ccc(NC(=O)c2ccc(C(=O)Nc3ccc(OC)cc3OC)cc2)c(OC)c1
-2%	28µM*	-28%	-23%	-4%	?	?	-1%	-23%	COc1ccc(-c2cn(-c3cccc(C)c3)c(=O)[nH]2)cc1OC
nt	-30%[59 µM]	19%	-8%	-2%	-5%	-5%	1%	-1%	COc1ccc(-c2nsc(NC(=O)COc3ccc(C)c(C)c3)n2)cc1
-6%	?	12%	-8%	-4%	9%	-5%	-6%	-13%	CC(=O)NC(=S)Nc1cccc2c(C)cc(C)nc12

Some of the entries so far, in markdown:
| molecule | APE1 inh | G9a inh | Pol beta inh | JMJD2A Tudor | Pol eta inh | BAZ2B inh | Pol iota inh | BLM helicase inh | Pol kappa inh |
| --- | --- | --- | --- | --- | --- | --- | --- | --- | --- |
| COc1ccc(-c2nsc(NC(=O)COc3ccc(C)c(C)c3)n2)cc1 | nt | -30%[59 µM] | 19% | -8% | -2% | -5% | -5% | 1% | -1% |
| COc1ccc(NC(=O)c2ccc(C(=O)Nc3ccc(OC)cc3OC)cc2)c(OC)c1 | 20% | 43%[59 µM] | 28% | -16% | 1% | -38% | 10% | -2% | -7% |

More structures
APE1 inh	G9a inh	Pol beta inh	JMJD2A Tudor	Pol eta inh	BAZ2B inh	Pol iota inh	BLM helicase inh	Pol kappa inh	SMILES
nt	11%[59 µM]	18%	-5%	-24%	9%	-8%	-11%	-11%[60.1 µM]	Cc1ccc(NC(=O)c2cc(S(=O)(=O)N(C)C3CCCCC3)ccc2F)cc1C
-5%	-5%[0.501 µM]	23%	-3%	-17%	-7%	-3%	-4%	5%	CC1(C)Oc2ccc3ccc(=O)oc3c2C(/C=N/O)=C1Cl
16%	15%	92%	-29%	-6%	-13%	82%[activator]	-7%	-5%	CN(C(=O)C(C)(C)C)c1ccc(OCC(=O)N2CCc3ccccc3C2)cc1
4%	-1%	-1%	nt	nt	3%	nt	-2%	nt	CC(=O)Oc1ccc(C23CC4CC(CC(C4)C2)C3)cc1C(=O)O
12%	-1%	nt	-6%	1%	8%	24%	nt	-11%	COc1cc(OC)cc(C(=O)NNC(=O)CNC(=O)c2ccc(Br)o2)c1
3%	-1%[59 µM]	-28%	-4%	-5%	0%	-7%	-1%	-5%	Cc1cc(O)c(C2(C(F)(F)F)NCCNC2=O)cc1C (configuration not stated)
nt	-3%[59 µM]	-11%	2%	-11%	-16%	41%[activator]	2%	-11%	CCN(Cc1ccccc1)C(=O)CN1C(=O)COc2ccc(S(=O)(=O)N3CCOCC3)cc21
-8%	32µM*	23%	22µM*	-18%	28µM*	-12%	-6%	-3%	CN(C)c1cccc(NC(=O)c2cccc3ccccc23)c1
4%	nt	30%	-3%	-8%	1%	138%[activator]	9%	-2%	Cc1c2c(n3c(nc4ccccc43)c1C#N)N(CCCN(C)C)CC2
0%	?	14%	-19%	-11%	-30%	29%	-3%	2%	Nc1nnc(SCC(=O)c2ccc([N+](=O)[O-])cc2)s1
50%	?	9%	?	-11%	-12%[57.1 µM]	8%	1%	0%	COC(=O)/C=C/c1cnc[nH]1
nt	2%[59 µM]	3%	-31%	1%	-7%	-3%	-6%	-15%	CCc1ccc(NC(=O)CCc2c(C)nc3nc(-c4cc(OC)cc(OC)c4)nn3c2C)cc1
1%	-14%[59 µM]	-3%	-2%	-2%	-20%	154%[activator]	-3%	4%	CCOC(=O)C1(CC/C(C)=N\NC(N)=O)CC(C)(C)OC1=O (configuration not stated)
16%	8%	20%	-10%	1%	7%	7%	5%	-1%	CCn1c(=O)[nH]c(=O)c2c(N)c(C(=O)c3ccccc3OC)sc21
0%	39%[activator][12.7 µM]	-3%	3%	-7%	0%	4%	-3%	-13%	Cc1ccc(S(=O)(=O)CCC(=O)OCc2ccccc2)cc1
nt	-3%[59 µM]	-16%	-1%	-23%	2%	34%[activator]	0%	-4%[60.1 µM]	CC(C)Oc1ccc(CNC(=O)c2sc3ncccc3c2-n2cccc2)cc1
-1%	-5%	81%	-15%	-19%	5%	33%[activator]	-1%	3%	O=C1Nc2ccc([N+](=O)[O-])cc2OC1CCN1CCOCC1 (configuration not stated)
-3%	?	0%	?	-11%	?	-11%	-10%	5%	COc1cc(C(=S)N2CCCC2)ccc1OC(=O)c1ccc(Cl)cc1[N+](=O)[O-]
14%	?	nt	-3%	-19%	10%	22%	nt	-14%	O=C(CNc1cccc(S(=O)(=O)N2CCOCC2)c1)Nc1ccc(C(F)(F)F)cc1
-5%	-43%	2%	-22%	-9%	?	6%	-1%	-2%	NC(=O)c1ccc(N2CCCCCC2)c([N+](=O)[O-])c1
-1%	-11%[12.7 µM]	2%	?	-14%	-30%	15%	-5%	-18%	Cc1cccc(NC(=S)NNC(=O)c2csc3c2CCC(C)C3)c1 (configuration not stated)
64%[activator]	?	1%	-5%	4%	11%[57.1 µM]	4%	8%	12%	CCC1Oc2ccc(C)cc2N(CC(=O)NCCCN2CCCCC2C)C1=O (configuration not stated)
nt	nt	nt	?	-6%	nt	-3%	nt	-3%	Cc1ccccc1OCCn1cc(C(=S)N2CCCC2)c2ccccc21
4%	11%[59 µM]	20%	-2%	-12%	-5%	6%	5%	-7%	CCOc1ccc(CN(C)CC(=O)c2c(N)n(Cc3ccccc3)c(=O)n(CC)c2=O)cc1OC
29%	?	7%	-29%	0%	?	-11%	-1%	-11%[60.1 µM]	Cc1[nH][nH]c(=O)c1N=Nc1ccc(F)cc1
11%	40µM*	nt	-8%	-17%	4%	-3%	nt	-11%	COc1ccc(Cl)cc1NC(=O)CN(C)C(=O)c1ccc2c(c1)OCCO2
-13%	-4%[2.33 µM]	nt	79µM*	4%	9%	-8%	nt	-1%	CC(C)(NC(=O)c1ccccc1)c1nc2ccccc2s1
3%	-2%	-9%	-13%	-14%	-2%	76%[activator]	-3%	-3%	O=C(O)CC(CC(=O)Nc1ccc(Oc2ccccc2)cc1)c1ccccc1 (configuration not stated)
25%	-2%[12.7 µM]	nt	-9%	-17%	-6%	0%	nt	-15%	Cc1nnc(SCC(=O)N(C)C2CCCCC2)n1C
48%[activator]	-21%[59 µM]	nt	-8%	-5%	6%	14%	nt	-4%	CCCCN(C(=O)C1=COCCO1)c1c(N)n(CCCC)c(=O)[nH]c1=O
nt	9%[59 µM]	11%	-7%	1%	3%	-4%	-1%	-6%	CCOCCCNC(=O)C(c1ccccc1)N1Cc2ccccc2C1=O (configuration not stated)
7%	-33%[59 µM]	-23%	-11%	-7%	2%	16%	-6%	-6%	O=C(COC(=O)CCC(=O)c1cccs1)Nc1cc(S(=O)(=O)N2CCOCC2)ccc1Cl
nt	nt	nt	-14%	0%	nt	-1%	nt	-10%	Cc1cn([C@H]2C[C@H](O)[C@@H](CCC(=O)NCc3ccccc3)O2)c(=O)[nH]c1=O
8%	28µM*	15%	-13%	2%	-3%	?	-2%	-4%	COc1ccc(/C=N/NC2=NCCCCC2)cc1
-6%	-29%	-2%	-5%	-14%	-22%	47%[activator]	-6%	-13%	COCCN1C(=O)/C(=C/c2ccc(N3CCCC3)cc2)SC1=S
-2%	?	1%	-24%	-4%	?	-4%	-5%	-12%	Cc1cc(NC(=S)N(Cc2ccc(Cl)cc2)Cc2ccc(C(=O)O)cc2)ccc1Cl
nt	1%[59 µM]	-22%	-1%	-20%	-2%	22%	0%	3%[60.1 µM]	CCOc1ccccc1NC(=O)C1=C(C)Nc2ncnn2C1c1ccco1 (configuration not stated)
-3%	40µM*	-2%	-11%[57.1 µM]	-19%	-37%	97%[activator]	-5%	-5%	COCCn1c(=S)[nH]c2ccccc21

Source: PubChem BioAssay

A portion of the library. The share of hits here may be higher or lower than overall.
